# Assay outcomes from PubChem.
# CHO-K1 Ca antag: M1 antagonist counterscreen hit in parental CHO-K1 cells | inhibition, % at 3 µM | AID 602250 | ATP-induced calcium, Fluo-8 fluorescence | 0.6% of 360,000 active;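 active = inhibition above a per-plate cutoff, the plate's mean sample inhibition plus 3 SD, cut at about 24% in these data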;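 also: 0% = DMSO plus EC80 ATP and 100% = DMSO alone without ATP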
# V1aR counter: activates human V1a receptor in oxytocin agonist counter-screen. CHO-V1R cells, Fluo-8 calcium fluorescence, agonist mode; 0% DMSO, 100% 3 nM vasopressin. activation, % at 3 µM. 0.25% of 320,000 active. AID 2797;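 active = activation above the mean activation of all tested compounds plus 3 SD, per screening run, cut at about 20% in these data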;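 also: signal is peak over basal fluorescence ratio across a 100 second FLIPR read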
# CHO parental Ca: counter-screen: ATP calcium response change in parental CHO cells. inhibition, % at 5.6 µM. AID 463079. 0.63% of 330,000 active. parental CHO-K1, ATP-induced calcium, Fluo-8 fluorescence;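 active = inhibition above that plate's mean sample inhibition plus 3 SD, cut at about 26% in these data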;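 also: 0% = ATP-challenged DMSO wells and 100% = DMSO wells without ATP; some compounds past the cut are filed as inactive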
#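 material = parental CHO cells | also added = ATP as calcium-mobilizing challenge | dosing = single point at 5.6 µM | detection = intracellular calcium via Fluo-8 no-wash fluorescent dye | read-out = % inhibition | benchmarks = low control ATP plus DMSO, high control DMSO only | repeats = one well per compound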
# CHO-K1 Ca PAM: nonselective activator or artifact in parental CHO-K1 calcium assay. ATP EC20, Fluo-8 calcium fluorescence; 0% at ATP EC20, 100% at ATP max. activation, % at 3 µM. 0.02% of 360,000 active;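 active = activation above the run cutoff, the mean activation of all test compounds plus 3 SD, cut at about 40% in these data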;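 also: peak over basal fluorescence ratio in a 140 s read after ATP addition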
# M1 ag: agonists of human M1 muscarinic receptor; CHO-K1 hM1, Fluo-8 calcium fluorescence, agonist mode; 0% DMSO, 100% acetylcholine EC100; activation, % at 3 µM; AID 588814; 0.33% of 360,000 active;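 active = activation above the run's mean compound activation plus 3 SD, cut at about 16% in these data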;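 also: peak over basal fluorescence ratio within a 140 s kinetic read after compound addition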
# Target sequence (P11229 whole entry, looked up): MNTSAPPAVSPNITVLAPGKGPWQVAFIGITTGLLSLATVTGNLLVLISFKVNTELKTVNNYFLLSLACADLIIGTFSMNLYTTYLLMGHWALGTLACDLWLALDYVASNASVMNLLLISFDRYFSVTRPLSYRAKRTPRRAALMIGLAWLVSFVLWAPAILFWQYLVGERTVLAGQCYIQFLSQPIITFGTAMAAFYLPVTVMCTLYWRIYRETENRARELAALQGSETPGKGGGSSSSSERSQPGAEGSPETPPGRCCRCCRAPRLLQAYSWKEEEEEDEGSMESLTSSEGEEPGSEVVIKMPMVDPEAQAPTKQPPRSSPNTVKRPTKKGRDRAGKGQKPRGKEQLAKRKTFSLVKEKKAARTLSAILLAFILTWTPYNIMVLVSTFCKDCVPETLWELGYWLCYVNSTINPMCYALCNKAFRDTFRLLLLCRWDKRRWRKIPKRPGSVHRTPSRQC
# TAAR1 antag: antagonists of human TAAR1; 1.5% of 360,000 active; CHO RD-HGA16 TAAR1, Fluo-8 calcium fluorescence, antagonist; inhibition, % at 3 µM;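 active = inhibition above a per-plate cutoff, the mean inhibition of test compounds on that plate plus 3 SD, cut at about 49% in these data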;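 also: 0% = DMSO plus EC80 beta-PEA response and 100% = DMSO alone without agonist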
#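 Material: CHO RD-HGA16 cells bearing hTAAR1; compound dosing: one-point dosing, 3 µM nominal final; schedule: dye loading 75 min at 37 °C, then 30 min room temperature; measured by: calcium fluorescence with Fluo-8; control set: vehicle and agonist controls; replication: n of 1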
# M1 ag parental: M1 agonist counterscreen hit in parental CHO-K1 cells. 0.48% of 360,000 active. activation, % at 3 µM. Fluo-8 calcium fluorescence; scaled to maximal ATP response, vehicle zero; in the data active = activation above about 15%;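 also: untransfected CHO-K1 host cells lacking M1 receptor as counterscreen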
# OXTR potentiate: human OXTR potentiation; P30559; AID 2445; 0.061% of 320,000 active; CHO-OTR cells, Fluo-8 calcium fluorescence, potentiator mode; 0% = oxytocin EC15, 100% = EC100; activation, % at 3 µM;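 active = activation above that plate's cutoff, the mean activation of tested compounds plus 3 SD, cut at about 6.6% in these data, passing the limit was not always enough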;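 also: 100% uses oxytocin at 75 nM as the full agonist control; some results filed as inactive read as strong as hits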
# Target sequence (P30559 whole entry, looked up): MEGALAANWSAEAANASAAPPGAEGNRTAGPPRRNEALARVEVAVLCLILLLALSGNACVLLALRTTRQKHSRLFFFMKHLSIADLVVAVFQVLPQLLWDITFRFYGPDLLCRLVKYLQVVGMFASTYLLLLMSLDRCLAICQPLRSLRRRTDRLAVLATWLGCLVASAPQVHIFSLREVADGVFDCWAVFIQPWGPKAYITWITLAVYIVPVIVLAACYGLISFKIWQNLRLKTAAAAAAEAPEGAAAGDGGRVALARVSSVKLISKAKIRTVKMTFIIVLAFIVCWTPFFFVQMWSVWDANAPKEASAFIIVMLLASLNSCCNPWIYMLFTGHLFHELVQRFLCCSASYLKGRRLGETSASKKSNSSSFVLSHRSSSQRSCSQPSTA
#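 Material: CHO-OTR cells, human receptor; compound dosing: single dose, 3.0 µM nominal final compound concentration; schedule: 6 min compound pre-incubation at room temperature, 100 s kinetic read; measured by: kinetic Fluo-8 calcium fluorescence; read-out basis: % activation vs EC15 and EC100 oxytocin; controls: EC15 oxytocin alone as 0%, 75 nM oxytocin as 100%; replicates: singlicate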
# TAAR1 agonist: agonists of human TAAR1 | Q96RJ0 | CHO RD-HGA16 TAAR1, Fluo-8 calcium fluorescence; vehicle wells 0%, saturating PEA agonist 100% | activation, % at 3 µM | 0.99% of 360,000 active;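 active = activation above the mean activation of all test compounds in the run plus 3 SD, cut at about 38% in these data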
#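 Test system: RD-HGA16 (CHO) cells co-expressing Gα16 and hTAAR1 | Doses: Single dose, 3 µM | Schedule: 17-24 h seeding, 75 min 37 °C dye, 30 min RT | Evaluation: % activation from peak over basal fluorescence ratio, DMSO-to-PEA scaled | Technique: Kinetic Fluo-8 calcium fluorescence | Benchmarks: Low control DMSO, high control PEA (EC100)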
# Starred values were filed as active, the others as inactive; x = no result given. Compounds as they come. Share with any hit: about 3.3%.
SMILES,CHO-K1 Ca antag,V1aR counter,CHO parental Ca,CHO-K1 Ca PAM,M1 ag,TAAR1 antag,M1 ag parental,OXTR potentiate,TAAR1 agonist
COC(=O)Cc1ccc(OC2(C)CCN(Cc3csc4ccccc34)C2)cc1 (configuration not stated),-14,x,x,13,-9,-15,-0.2,x,9
COc1c(C)cc(C(O)c2ncc(-c3cccc(C(F)(F)F)c3)[nH]2)cc1C (configuration not stated),-8,x,x,13,7,-22,3.8,x,6
Cn1c(C(=O)NCc2ccccn2)cc2c(=O)n(C)c3ccccc3c21,3,-0.9,-3,0,-3,6,0.9,-7,3
COc1ccc(NC(=S)N(CCN2CCOCC2)Cc2cc3cc4c(cc3[nH]c2=O)OCO4)cc1,x,-0.6,-6,x,x,5,x,2,5
Cc1c(Cl)ccc(S(=O)(=O)N2CCN(C)CC2)c1Cl,-2,x,x,5,-4,-2,0.6,x,1
Nc1nc(=O)n(C2OC(CO)C(O)C2O)cc1F (configuration not stated),3,x,x,-1,-4,-9,0.0,x,1
COc1cccc(CCC(=O)O)c1OC,-10,0.7,5,13,-2,0,0.4,-9,3
CN(C(=O)CSc1nc2cc(C(=O)O)ccc2c(=O)n1Cc1ccccc1)C1CCS(=O)(=O)C1 (configuration not stated),-11,0.5,-13,7,-7,15,0.1,-15,5
CCC(=O)N1CCN(c2ccccc2NC(=O)c2cccc(C)c2)CC1,-16,-0.3,-22,22,-6,0,2.6,-7,0
COc1cccc(/C=N/n2c(-c3cc(C)[nH]n3)n[nH]c2=S)c1,-8,-1.5,-8,20,-2,-41,0.7,-6,1
O=C(O)C1CCCN1C(=O)Oc1ccccc1 (configuration not stated),-1,0.1,-12,7,-3,15,0.0,-3,3
O=C(O)C1CC(=O)N(c2ccc(OCc3ccc(Cl)cc3Cl)cc2)C1 (configuration not stated),3,-0.4,6,-7,-5,-2,-0.1,-11,9
CN(CC(=O)Nc1ccccc1F)Cc1cccs1,-3,-0.1,-15,-7,-3,9,0.1,-8,-3
O=C(N/N=C/c1ccc(O)c(O)c1)c1ccc(CSc2cccc3cccnc23)cc1,-1,-0.1,4,12,24*,9,0.2,-8,13
COc1ccc(S(=O)(=O)N2CCC(O)(c3ccc(Cl)cc3)CC2)cc1,1,6.3,18,3,-3,-8,1.4,-24,12
CCC(C)N(C(=O)COC(=O)c1cc([N+](=O)[O-])ccc1N1CCOCC1)C1CCS(=O)(=O)C1 (configuration not stated),1,-0.9,-5,8,-2,-11,0.2,3,0
COc1ccc(NC(=O)O/N=C/c2ccccc2Cl)cc1,4,1.0,-4,-16,-2,2,1.0,-6,2
O=[N+]([O-])c1cc(CS(=O)(=O)Oc2ccc(Cl)cc2)c(O)c([N+](=O)[O-])c1,0,1.3,-7,2,0,-21,6.1,-5,2
COC(=O)[C@@H]1C[C@@]2(O)[C@H](O)[C@H](O)[C@H](O)C[C@H]2N1Cc1ccc(-c2ccccc2)cc1,5,2.2,0,-9,-6,-11,1.3,-2,15
COc1ccnc(Oc2cccc(C(F)(F)F)c2)c1C(=O)N/C=N/OCc1ccccc1F,4,5.1,-19,17,-5,54*,5.5,-4,19
COc1cccc2cc(C(C)=O)oc12,-14,0.6,1,-1,-1,-12,0.5,-2,3
CCC1(CC)C(=O)N(C)C(=O)NC1=Nc1ccccc1,-5,-0.8,-3,11,-4,-14,0.6,-12,5
CCOC(=O)c1cnn(-c2ccccc2)c1NC(=O)c1ccc(C)cc1,-4,-1.1,-8,16,-6,2,0.4,1,14
COC(=O)c1ccccc1CON1C(=O)C(C)(C)N(OCc2ccccc2C(=O)OC)C(=O)C1(C)C,-17,-0.7,-22,21,-4,16,4.5,1,9
O=C(N/N=C/c1ccc(Br)s1)c1cccs1,6,0.5,-11,-10,-3,-19,0.1,-8,8
O=C(CSc1nc(=O)n(CCCN2CCOCC2)c2c1CCC2)Nc1cccc(F)c1,-6,0.3,-17,-10,-8,-5,-0.2,-8,0
O=C(NNC(=O)C1CC1c1ccccc1)Nc1ccccc1 (configuration not stated),2,0.0,-8,-12,-3,7,-0.1,2,1
CC1=NN(c2ccccc2)C(=O)/C1=C/C=C/c1ccccc1,-14,-0.3,-8,19,-7,18,-0.1,-5,-2
Cc1ccc(C(=O)NCC(=O)OCC(=O)N(CC(C)C)c2c(N)n(Cc3ccccc3)c(=O)[nH]c2=O)s1,-14,x,x,12,-1,-2,0.5,x,0
CC(C)CCn1c(N2CCCC2)nc2c1c(=O)n(C)c(=O)n2C,-4,-0.8,-10,2,-4,-1,0.1,-1,0
Cc1cccc(-n2c(O)c(C=Nc3ccccc3N)c(=O)[nH]c2=O)c1,0,-1.2,0,15,-4,1,0.4,5,6
COc1ccc(C)cc1NC(=O)c1nnn(CCc2ccccc2)c1N,2,-1.0,-21,7,-5,-18,-0.1,1,-2
CCOc1ccc(C2OC(=O)Cc3cc(OC)c(OC)cc32)cc1 (configuration not stated),-20,2.8,-6,2,0,-10,3.2,-8,13
CC(C)C(=O)N=C1SC2CS(=O)(=O)CC2N1Cc1ccccc1 (configuration not stated),14,0.7,-5,-3,-2,4,-0.3,-2,12
CCCc1ccc(S(=O)(=O)N2CCN(C(=O)CN3C(=O)NC(C)(C4CC4)C3=O)CC2)cc1 (configuration not stated),8,x,x,-13,-6,-7,-0.3,x,-1
O=C1C=C(c2ccc3c(c2)OCO3)C[C@@H](c2ccc3c(c2)OCO3)C1,-2,1.4,1,9,-4,14,0.2,1,10
Cc1cc(C)c2nc(C(F)(F)F)nc(N3CC(C)OC(C)C3)c2c1 (configuration not stated),-15,0.2,-16,17,-6,-9,0.3,-3,17
CC(C)Sc1nnc(NC(=O)CCc2ccccc2)s1,-23,-0.5,-28,28,-5,-7,2.5,-22,2
Cc1nc2nc(SCC(=O)c3ccc([N+](=O)[O-])cc3)[nH]c2cc1Br,-13,0.0,-6,18,-7,-1,-0.2,0,2
Cc1cc(C(=O)O)cc(S(=O)(=O)Nc2c(C)nn(C)c2C)c1C,-14,0.2,-9,19,8,6,1.1,0,0
Cc1cc(C)n(-c2ncnc3ccccc23)n1,-16,-0.5,-6,9,-2,-15,0.2,6,16
COc1cccc2cc(-c3cc(=O)oc4cc(C)c(OCC(C)=O)cc34)oc12,-5,0.9,-9,-2,0,-15,0.0,-2,1
Cc1ccc(NC(=O)C2=CC=CN3CCS(=O)(=O)N=C23)cc1,-7,1.6,-7,-2,-4,-5,0.0,4,4
Cc1ccc(C(=O)CC(=O)COc2ccc(Cl)cc2C)cc1,-12,0.8,8,20,-4,8,1.0,-13,19
CCOc1cc(/C=N/NC(=O)c2cccc(S(=O)(=O)N3CCCC3)c2)ccc1OCC(=O)N(C)C,1,-0.4,1,-2,-8,-7,0.4,-5,1
COc1cccc(C2C(C(=O)c3cccs3)=C(O)C(=O)N2CCN(C)C)c1OC (configuration not stated),0,-0.3,16,-4,-3,-7,2.8,-2,1
Fc1ccc(-c2csc(NC(=S)Nc3ccccc3)n2)cc1,-18,2.0,7,-2,0,10,2.2,-18,6
Cc1cc(C)c(-n2c(SCc3nc4ccccc4s3)n[nH]c2=O)c(C)c1,-7,0.2,-28,19,1,-16,4.4,-11,5
O=c1[nH]n(-c2ccccc2)c(=O)cc1Cl,-16,x,x,23,-1,1,1.2,x,0
CCc1nc(SCC(=O)N2CCc3ccccc32)c2oc3ccccc3c2n1,-5,x,x,2,-1,-22,0.8,x,0
CCOC(=O)c1ccc(NC(=O)Nc2c(C)n(C)n(-c3ccccc3)c2=O)cc1,4,-0.1,-4,-17,-2,-16,0.2,-2,1
CSc1nc(SC)c2c3c(oc2n1)COC(C)(C)C3,-12,-1.5,-9,18,-1,-9,0.6,-6,13
CN1CCN(c2nc3c(c(=O)n(C)c(=O)n3C)n2CC(N)=O)CC1,-5,-0.1,-4,-8,-5,10,-0.2,-10,2
O=C(NCCc1cccc(F)c1)C1CCCN(c2nc3ccccc3s2)C1 (configuration not stated),-16,4.1,-35,17,-2,32,2.1,-8,4
CCn1c(SCc2ccc(C(=O)Nc3cc(C)cc(C)c3)cc2)nnc1-c1ccncc1,5,1.2,-11,11,3,59*,4.1,-18,22

# 10 structures from above, ordered by count of non-hydrogen atoms, lowest first.
SMILES,CHO-K1 Ca antag,V1aR counter,CHO parental Ca,CHO-K1 Ca PAM,M1 ag,TAAR1 antag,M1 ag parental,OXTR potentiate,TAAR1 agonist
O=c1[nH]n(-c2ccccc2)c(=O)cc1Cl,-16,x,x,23,-1,1,1.2,x,0
CSc1nc(SC)c2c3c(oc2n1)COC(C)(C)C3,-12,-1.5,-9,18,-1,-9,0.6,-6,13
Cc1ccc(C(=O)CC(=O)COc2ccc(Cl)cc2C)cc1,-12,0.8,8,20,-4,8,1.0,-13,19
CN1CCN(c2nc3c(c(=O)n(C)c(=O)n3C)n2CC(N)=O)CC1,-5,-0.1,-4,-8,-5,10,-0.2,-10,2
Cc1cc(C)c(-n2c(SCc3nc4ccccc4s3)n[nH]c2=O)c(C)c1,-7,0.2,-28,19,1,-16,4.4,-11,5
O=C(NCCc1cccc(F)c1)C1CCCN(c2nc3ccccc3s2)C1 (configuration not stated),-16,4.1,-35,17,-2,32,2.1,-8,4
CCc1nc(SCC(=O)N2CCc3ccccc32)c2oc3ccccc3c2n1,-5,x,x,2,-1,-22,0.8,x,0
CCOC(=O)c1ccc(NC(=O)Nc2c(C)n(C)n(-c3ccccc3)c2=O)cc1,4,-0.1,-4,-17,-2,-16,0.2,-2,1
CCn1c(SCc2ccc(C(=O)Nc3cc(C)cc(C)c3)cc2)nnc1-c1ccncc1,5,1.2,-11,11,3,59*,4.1,-18,22
CCOc1cc(/C=N/NC(=O)c2cccc(S(=O)(=O)N3CCCC3)c2)ccc1OCC(=O)N(C)C,1,-0.4,1,-2,-8,-7,0.4,-5,1
